High-throughput results from PubChem.
FLuc counter – firefly luciferase modulation, counter-screen for miR-21 project; P08659; purified FLuc, Km substrates, luminescence inhibition; Potency, µM (top dose mostly 57.5 µM), for inactives: at the top dose activity change, negative = inhibition, usual class: inhibitors; 360,000 tested, 6.9% active; AID 588342;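 also: potency is read from the fitted curve at half-maximal effect; plate controls were vehicle for no effect and reference inhibitor for full effect; nearly all actives have a fitted effect of over 55% in size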
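Purified P. pyralis luciferase (10nM final) with 10uM D-luciferin and 10uM ATP (Km levels) in 50mM Tris acetate pH 7.5, 10mM Mg acetate, 0.01% Tween-20, 0.05% BSA; qHTS 6-point titration, ~60 µM downward; luminescence read.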
Menin-MLL TR inh – menin-MLL binding inhibition, Texas Red mutant peptide; Potency, µM (highest dose often 61.6 µM), without a hit: top-dose FP activity change, negative = inhibition, most hits filed as inhibitors; Menin + Texas Red MLL mutant peptide, fluorescence polarization; 270,000 tested, 0.23% active; O00255; active = well fitted inhibition curve with a large enough effect in the polarisation, with a control signal flat, not every such curve was filed as active; inconclusive = small, poorly fitted or top-dose-only effect, or effect the other way, or a change in a side signal; inactive = no such curve, though single readings can be large or run the other way; the % refers to the polarisation; also: potency is read from the fitted curve at half-maximal effect; % of control where 0% means no effect; many of its hits are not listed in these tables
Target sequence (O00255 whole entry, looked up): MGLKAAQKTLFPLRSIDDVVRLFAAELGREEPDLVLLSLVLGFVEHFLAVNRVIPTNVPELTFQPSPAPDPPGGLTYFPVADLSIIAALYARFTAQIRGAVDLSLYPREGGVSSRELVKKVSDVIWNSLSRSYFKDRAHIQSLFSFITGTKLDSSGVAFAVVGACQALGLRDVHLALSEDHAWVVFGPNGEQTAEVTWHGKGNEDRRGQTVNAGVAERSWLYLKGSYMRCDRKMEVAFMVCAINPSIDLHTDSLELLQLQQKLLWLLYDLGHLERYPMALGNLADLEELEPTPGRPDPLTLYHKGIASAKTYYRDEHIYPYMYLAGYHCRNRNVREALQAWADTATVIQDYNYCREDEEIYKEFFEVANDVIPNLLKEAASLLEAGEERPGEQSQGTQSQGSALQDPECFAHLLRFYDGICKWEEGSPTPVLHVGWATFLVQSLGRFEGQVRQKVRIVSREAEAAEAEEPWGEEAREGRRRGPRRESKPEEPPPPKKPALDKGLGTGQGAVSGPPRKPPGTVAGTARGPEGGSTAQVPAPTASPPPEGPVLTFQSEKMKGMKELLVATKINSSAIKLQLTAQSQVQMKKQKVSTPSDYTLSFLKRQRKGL
NPC1 promoter act – activates the NPC1 promoter. Huh7 NPC1 promoter luciferase reporter, 24 h. Potency, µM (highest dose often 9.22 µM), without a hit: at the highest dose activation, hits mostly activators. 320,000 tested, 2.4% active. AID 485313;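 also: potency is read from the fitted curve at half-maximal effect; % of control where 0% means no effect; nearly all actives have a fitted effect of over 60% in size; reporter is driven by a mutant NPC1 promoter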
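Cells: Huh7 expressing luciferase under the NPC1 promoter, 1500/well. Seeded 2 h, compound added, incubated 24 h at 37 °C. Luciferase reagent, 10 min ambient, then luminescence.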
VP16 counter – inhibits Gal4-VP16 luciferase reporter, ROR gamma counter-screen. Drosophila S2 Gal4-VP16 UAS-luciferase, luminescence, 20 h. Potency, µM (highest dose often 53.6 µM), inactives show top-dose activity, negative = inhibition, actives largely listed as inhibitors. 310,000 tested, 3.5% active;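 also: Gal4-VP16 expression switched on by copper sulfate through the metallothionein promoter; potency is read from the fitted curve at half-maximal effect; % is scaled to controls: 0 for no effect and ±100 for the full control effect; nearly all actives have a fitted effect of over 50% in size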
MBNL1-CUG inh – blocks human MBNL1 binding to CUG repeat RNA; Q9NR56; TR-FRET MBNL1-His/biotin-(CUG)12 binding, 665/545 ratio; Potency, µM (series often up to 57.5 µM), inactives show at the highest dose activity change, negative = inhibition, actives largely listed as inhibitors; 280,000 tested, 0.036% active; AID 2675; active = well fitted inhibition curve with a large enough effect in the signal ratio, with a control signal flat, not every such curve was filed as active; inconclusive = small, poorly fitted or top-dose-only effect, or effect the other way, or a change in a side signal; inactive = no such curve, though single readings can be large or run the other way; the % refers to the signal ratio; also: potency is read from the fitted curve at half-maximal effect; % is scaled to controls: 0 for no effect and ±100 for the full control effect
Target sequence (Q9NR56 whole entry, looked up): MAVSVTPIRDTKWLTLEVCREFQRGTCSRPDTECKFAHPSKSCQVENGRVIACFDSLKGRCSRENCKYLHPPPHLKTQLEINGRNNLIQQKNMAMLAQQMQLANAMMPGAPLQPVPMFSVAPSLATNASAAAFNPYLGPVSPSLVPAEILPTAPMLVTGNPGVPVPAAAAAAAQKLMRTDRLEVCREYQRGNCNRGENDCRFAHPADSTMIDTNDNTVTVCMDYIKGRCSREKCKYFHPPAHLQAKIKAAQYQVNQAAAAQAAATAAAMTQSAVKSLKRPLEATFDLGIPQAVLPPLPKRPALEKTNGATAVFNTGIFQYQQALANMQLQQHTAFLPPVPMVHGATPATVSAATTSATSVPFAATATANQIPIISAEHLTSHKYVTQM
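MBNL1-His + Biotin-(CUG)12, cpd titration 92 nM–58 uM; Tb anti-His Ab 0.055 ng/ul, SA-XL665 5 nM (final); 60 min RT; ratiometric 665/545 nm, Ex 340 nm; normalized to buffer and full-complex controls.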
RORg inh – blocks mouse ROR gamma transcriptional activity. Drosophila S2 Gal4-RORgamma UAS-luciferase reporter, 20 h. Potency, µM (highest dose often 53.6 µM), inactives show at the highest dose activity change, negative = inhibition, usual class: inhibitors. 310,000 tested, 5.4% active; also: potency is read from the fitted curve at half-maximal effect; % is scaled to controls: 0 for no effect and ±100 for the full control effect; nearly all actives have a fitted effect of over 60% in size
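Read-out: Photinus luciferase luminescence; inhibitors lower reporter signal. Insect Schneider cells with Gal4-ROR gamma fusion under metallothionein promoter, UAS reporter; 700 uM final copper sulfate induction, 20 hr, ambient temperature.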
Mito fusion yeast – inhibitors of mitochondrial division or activators of mitochondrial fusion | S. cerevisiae fusion-defective mutant growth rescue, CellTiterGlo 48 h | Potency, µM (highest dose often 46.1 µM), for the others: at the highest dose growth rescue (activation), usual class: activators | 320,000 tested, 0.23% active;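 also: potency is read from the fitted curve at half-maximal effect; % of control where 0% means no effect; nearly all actives have a fitted effect of over 45% in size; temperature-sensitive fusion mutants such as fzo1-1 at 37 °C on non-fermentable ethanol glycerol medium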
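Luminescent cell viability in 1536-well qHTS format served as the measure of rescued growth in ts fusion-mutant S. cerevisiae cultured on non-fermentable YPEG for 48 hours at 37C.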
PKM2 activator – PKM2 (human) enzyme activation; AID 1631; purified PKM2, Kinase-Glo ATP luminescence, activation; response scale: 0% is enzyme alone, no compound; P14618; 260,000 tested, 0.34% active; Potency, µM (doses to about 57.5 µM), without a hit: top-dose activation, usual class: activators; also: potency is read from the fitted curve at half-maximal effect; % is scaled to controls: 0 for no effect and ±100 for the full control effect; nearly all actives have a fitted effect of over 55% in size
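hPK-M2, >95% pure; 0.1 mM ADP / 0.5 mM PEP final; imidazole pH7.2 buffer w/ 7 mM MgCl2, 50 mM KCl; 1 h RT; Kinase-Glo lum. Intermediate enzyme activity for dual inhibitor/activator qHTS.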
ELG1 repair inh – blocks ELG1-dependent DNA repair in HEK293T cells. HEK293T ELG1-luciferase reporter, luminescence, 16 h; DNA damage induced by 5-fluorouridine. Potency, µM (doses to about 46.1 µM), without a hit: top-dose activity change, negative = inhibition, hits mostly inhibitors. 330,000 tested, 2.3% active. AID 504467; also: potency is read from the fitted curve at half-maximal effect; % is scaled to controls: 0 for no effect and ±100 for the full control effect; nearly all actives have a fitted effect of over 55% in size
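DMSO vehicle served as the neutral condition. Each well held 2,000 cells given 5-fluorouridine plus compound; after 16 hr at 37 °C/5% CO2, ONE-Glo was added and luciferase measured 30 min later.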
KCNH2 3.1 inh – inhibitors of human KCNH2 3.1 potassium channel isoform. activity change, % (tested at about 1.8 µM). AID 720553. U2OS KCNH2 3.1, thallium flux FluxOr; stronger effect = lower value. 340,000 tested, 0.95% active;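 active = maximum activity change below -70%; inconclusive = maximum activity change from -70% to -50%; inactive = maximum activity change above -50%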;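 also: thallium influx rate constant from kinetic fluorescence after stimulation buffer; % is scaled to controls: 0 for no effect and ±100 for the full control effect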
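U2OS cells transduced with KCNH2 3.1 mutant virus (1.77 x 10^8 /mL, 4 h), plated overnight at 37 C, loaded 45 min with FluxOr dye plus Red40 quencher. Thallium flux rate constant from kinetic reads after stimulation buffer, normalised to controls.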
Rab9 promoter act – activators of Rab9 promoter; Huh7 Rab9 promoter-luciferase reporter, luminescence, 24 h; Potency, µM (titrated, usually from 9.22 µM), inactives show at the top dose activation, negative = inhibition, actives largely listed as activators; 320,000 tested, 2.8% active; AID 485297; also: potency is read from the fitted curve at half-maximal effect; % of control where 0% means no effect; nearly all actives have a fitted effect of over 60% in size
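Luciferase signal after 10 min detection reagent at ambient indicates Rab9 promoter upregulation; stably transfected Huh7 cells were treated 24 h with compound in DMSO at 37 °C, 5% CO2.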
* marks the source's active call; other numbers are inactive results; ? = inconclusive; / = no result given; & = joins results of further samples; [ ] = another dose, or the depositor's remark. Unless noted, calls follow the shape of the dose curve; as a rule, active = well fitted curve in the direction sought with a large enough effect; inconclusive = small, poorly fitted or top-dose-only effect, or another doubt; inactive = no such curve, though single readings can be large; an effect the other way counts as inactive or inconclusive. A portion of the library; the hit share may differ from the screen's.

SMILES	FLuc counter	Menin-MLL TR inh	NPC1 promoter act	VP16 counter	MBNL1-CUG inh	RORg inh	Mito fusion yeast	PKM2 activator	ELG1 repair inh	KCNH2 3.1 inh	Rab9 promoter act
COc1ccc2cc(C(=O)C3CCCN(C(=O)CSc4nnc(C)o4)C3)ccc2c1 (stereo unspecified)	-7%	3%	-4%	-2%	8%	23%	-2%	-1%	?	-10	-6%
CCOc1ccc(NC(=O)C2C(c3ccccc3)C2(Cl)Cl)cc1 (stereo unspecified)	-9%	?	17%	2%	10%	37%	-9%	-3%[11.5 µM]	?	3	7%
NC(=O)NCC(c1ccccc1)C1CCCCC1 (stereo unspecified)	3%	?	-5%	5%	1%	0%	7%	-4%	0%	14	-4%
CCOC(=O)CC(=O)CSc1nc2nc(C)cc(C)n2n1	1%	-7%	3%	-4%	-7%	1%	-1%	2%	5%	-49	6%
O=[N+]([O-])c1ccc(Cl)c(/C=N/N2CCN(Cc3ccccc3Cl)CC2)c1	4%	8%	1%	-5%	14%	16%	9%	1%	-1%	-19	-4%
COc1ccc(-c2sc3ccc(N4CCOCC4)cc3c2-c2ccc(O)cc2)cc1	5%	/	-1%	/	/	/	-8%	/	-5%	0	-13%
COc1cc(C(C(=O)NC2CCCC2)N(Cc2ccco2)C(=O)c2snc(C(N)=O)c2N)cc(OC)c1OC (stereo unspecified)	2%	-21%	1%	?	11%	14%	-3%	-7%	4%	-10	-1%
O=C(Nc1ccc(NC(=O)c2ccco2)cc1)c1ccc2c(c1)OCCO2	?	32%[activator]	-5%	3%	0%	-5%	-3%	1%	?	-13	-17%
COc1ccc(NC(=O)c2ccco2)cc1NC(=O)c1ccc(C#N)cc1F	12%&-3%	/	0%	?	-6%	0%	0%	-10%	-6%	-1	-2%
O=C1c2ccccc2C(=O)N1CCC(=O)N1CCCc2ccccc21	?	1%	16%	?	25%	5%	4%	6%	?	-26	21%
COc1cc(Cl)c(C)cc1NC(=O)c1ccc(NS(=O)(=O)c2ccc(F)c(F)c2)cc1	0%	-3%	-8%	8%	-7%	1%	-4%	-2%	?	5	2%
O=C(CN1C(=O)NC2(CCCC2)C1=O)Nc1nc(-c2ccccc2)cs1	14%	/	-1%	/	/	/	-5%	/	4%	10	-2%
Cc1noc(C)c1COC(=O)COc1cccc2c1OC(C)(C)C2	4%	1%	-1%	-1%	-4%	13%	7%	2%	-3%	3	0%
O=C(Nc1nnc(SCc2ccc(Cl)cc2Cl)s1)C1COc2ccccc2O1 (stereo unspecified)	-3%	/	1%	-7%	-13%	?	1%	-1%	-3%	3	1%
Cc1cccc(NC(=S)N/N=C/c2cccc([N+](=O)[O-])c2)c1	1%	?	20%	-9%[0.365 µM]	4%	1.1µM*	-1%	3%	-27%	-15	14%
CCCCC[n+]1ccn(-c2nc3ccccc3nc2[N-]S(=O)(=O)c2ccccc2)c1	-1%	/	-2%	-1%	?	1%	-1%	?	?	-15	-9%
N#CC(C#N)=Cc1ccccc1OCc1ccccc1	?	/	-2%	?	-2%	3%	-1%	3%	-3%	/	0%
O=C(c1ccc(Cl)s1)N1CCCC(N2CCN(c3ccc(F)cc3)CC2)C1 (stereo unspecified)	6%	-13%	-1%	-13%	5%	?	-31%	/	-21%	?	1%
COc1cccc(C(=O)NC(=O)Nc2cc(C)on2)c1	?	-13%	?	-10%	/	34%	2%	0%	?	-2	1.6µM*
CC1CCCCC1NC(=O)COC(=O)c1ccc(S(=O)(=O)NCc2ccco2)cc1 (stereo unspecified)	1%	-19%	0%	1%	-5%	-25%	-1%	0%	0%	-6	-4%
O=C(C(=O)N1CCN(c2ccccc2F)CC1)c1c[nH]c2ccccc12	-12%	15%	-8%	-11%	-3%	25%	3%	5%	-4%	3	2%
COCCN(C(=S)Nc1ccc(OC)cc1)C1CCN(C(C)C)CC1	0%	1%	-1%	-7%	-9%	-35%	0%	-13%	17%	0	1%
O=C(NC(NCc1ccccc1)C(Cl)(Cl)Cl)c1cccnc1 (stereo unspecified)	0%	/	-8%	0%	-1%	11%	6%	2%	-5%	8	1%
COc1ccc(C)cc1NC(=O)C(Sc1nnc2ccccn12)c1ccccc1 (stereo unspecified)	-3%	-11%	1%	2%	-5%	-18%	-1%	0%	-12%	15	-2%
CCOc1ccc(CCNC(=O)c2cccc(NC3=NC4CS(=O)(=O)CC4S3)c2)cc1OCC (stereo unspecified)	0%	-2%	-3%	-4%	-5%	1%	1%	4%	7%	-3	0%
O=C(CSc1nncs1)NCc1ccc(F)cc1	0%	14%	0%	-7%	-1%	7%	7%	1%	15%	-6	8%
O=C(Nc1ccc(F)cc1F)c1cccc(S(=O)(=O)N2CCCCC2)c1	0%	/	1%	/	/	/	5%	/	0%	4	0%
CC(=O)NC(=S)Nc1ccc(-c2nc3ccc(C)cc3s2)cc1	2.1µM*	?	0.45µM*	1.8µM*	23%	0.5µM*	-6%	2%	?	-4	0.45µM*
O=C(O)CCn1c(=S)oc2ccccc21	2%	8%	-6%	-9%	-7%	15%	-1%	-2%	13%	11	-6%
O=C(c1ccccc1Cc1ccccc1)N1CCN(S(=O)(=O)c2ccccc2F)CC1	5%	/	-3%	/	/	/	24%	/	-11%	0	0%
Cc1cc(C)c2c(=O)n(CC(=O)N3CCC(Cc4ccccc4)CC3)sc2n1	?	-5%	1%	4µM*	1%	?	-24%	1.6µM*	5%	/	-1%
Cc1cccc(N2CN=C3SCC(=O)N3C2)c1	5%	/	-6%	6%	-7%	21%	0%	0%	-1%	14	-6%
COc1cccc(CN2CCN(c3cccc(C(F)(F)F)c3)CC2)c1OC	0%	-2%	-6%	-10%	?	?	3%	-3%	-26%	-5	0%
COC1(C2=NCCN2)COc2ccccc2O1 (stereo unspecified)	5%	49%[activator]	-2%[46.1 µM]	/	/	/	-3%&-1%	/	14%	18	-2%[46.1 µM]
Cc1ccc(/C=N/NC(=O)c2nc3nc(C)cc(C)n3n2)cc1	?	-2%	0%	2%	12%	21%	-7%	-15%	12%	-18	-4%
O=C(NCc1nnc(SCC(=O)N2CCN(c3ccccc3)CC2)o1)c1ccccc1	4%	/	0%	-6%	2%	-14%	2%	-10%	-4%	10	4%
COc1ccc(N(C)S(=O)(=O)c2cccc(C(=O)Nc3ccc4c(c3)OCCO4)c2)cc1	-9%	22%	0%	0%	1%	2%	2%	6%	?	-1	-8%
O=C(CCSCc1ccc(Cl)cc1)NCCc1ccccc1	-4%&0%	-10%	-1%	5%	-6%	0%	14%	2%	8%	-2	-1%
CCOC(=O)c1cccc(NS(=O)(=O)c2c(C)[nH]c(=O)[nH]c2=O)c1	2%	5%	1%	1%	-11%	10%	2%	4%	1%	6	-6%
CC(c1nc2ccccc2o1)N1C(=O)c2ccccc2C1=O (stereo unspecified)	3%	-5%	-3%	-9%	0%	-13%	11%	5%	-2%	-4	-6%
CCN(CC)C(=O)CSc1nc2cc(S(=O)(=O)N3CCOCC3)ccc2n1CC	3%	/	-1%	-2%	-7%	2%	0%	-18%	5%	3	1%
CCOC(=O)c1c(C)[nH]c(C(=O)OCC(=O)Nc2ccc(OC)c(Cl)c2)c1C	0%	/	0%	6%	-2%	2%	-3%	-1%	?	22	-2%
CS(=O)(=O)Nc1nnc(SCC(=O)Nc2cccc([N+](=O)[O-])c2)s1	-7%	16%	-1%	-8%	?	-1%	1%	-1%	8%	-7	-2%
O=C(CCN1CCCCC1)NCNC(=O)CCN1CCCCC1	10%	20%	1%	-12%	-7%	-21%	-2%	-7%	13%	-5	-9%
CCN(CC)S(=O)(=O)c1cc(NC(=O)C2CCN(c3ncnc4sc(C)c(C)c34)CC2)ccc1Cl	1%	/	-23%	/	/	/	9%	/	?	-7	-23%
COc1ccc2[nH]c(=O)c(CNc3ccc(C)c(C)c3)cc2c1	?	-10%	8%	0%	?	10%	2%	8%	?	4	-13%
CC(=O)Nc1ccccc1OCc1nnc(-c2cccs2)o1	5%	14%	3%	10%	5%	16%	-1%	0%	26%	14	-8%
CCN(CC)CC(C)OC(=O)c1ccccc1Cl (stereo unspecified)	3%	4%	-3%	9%	-9%	5%	0%	-5%	9%	2	-9%
